# Rab9 prom act: Rab9 promoter activation. Huh7 Rab9 promoter-luciferase reporter, luminescence, 24 h. Potency, µM (top dose mostly 9.22 µM), without a hit: at the top dose activation, negative = inhibition, actives largely listed as activators. 2.8% of 320,000 active; also: potency is read from the fitted curve at half-maximal effect; % of control where 0% means no effect; nearly all actives have a fitted effect of over 60% in size
#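 Stable Rab9-luc Huh7, 1500 cells/well, 2 h settle; cmpd in DMSO, 24 h, 37 °C/5% CO2; luciferase reagent 10 min RT; luminescence.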
# RORgamma inh: inhibitors of mouse ROR gamma transcriptional activity. P51450. Drosophila S2 Gal4-RORgamma UAS-luciferase reporter, 20 h. 5.4% of 310,000 active. Potency, µM (titrated, usually from 53.6 µM), inactives show at the highest dose activity change, negative = inhibition, hits mostly inhibitors; also: potency is read from the fitted curve at half-maximal effect; % is scaled to controls: 0 for no effect and ±100 for the full control effect; nearly all actives have a fitted effect of over 60% in size
# Target sequence (P51450 whole entry, looked up, the tested form may be a part): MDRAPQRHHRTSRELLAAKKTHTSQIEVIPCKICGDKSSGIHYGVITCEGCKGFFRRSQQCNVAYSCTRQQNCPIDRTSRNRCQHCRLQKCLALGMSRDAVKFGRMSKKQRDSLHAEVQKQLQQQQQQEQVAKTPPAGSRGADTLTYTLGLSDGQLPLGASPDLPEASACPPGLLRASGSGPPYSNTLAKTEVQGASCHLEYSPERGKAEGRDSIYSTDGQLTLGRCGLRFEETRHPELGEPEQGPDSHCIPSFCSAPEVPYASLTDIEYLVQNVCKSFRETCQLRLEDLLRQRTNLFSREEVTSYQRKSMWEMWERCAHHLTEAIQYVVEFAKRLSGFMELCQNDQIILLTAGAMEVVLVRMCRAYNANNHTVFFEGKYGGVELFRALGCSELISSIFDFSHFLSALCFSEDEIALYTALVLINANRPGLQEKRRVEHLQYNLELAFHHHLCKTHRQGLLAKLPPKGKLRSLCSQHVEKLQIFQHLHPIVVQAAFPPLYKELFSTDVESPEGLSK
#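 Stably transfected Drosophila Schneider cells are the test system, with ROR gamma fused to Gal4 and luciferase under UAS control; luminescence is read after 20 hr of 700 uM copper sulfate induction at ambient temperature.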
# ELG1 genotoxic: inducers of genotoxicity in HEK293T ELG1-luciferase cells; HEK293T ELG1-luciferase reporter, luminescence, 16 h; Potency, µM (highest dose often 46 µM), for the others: top-dose activity change, positive = activation, hits mostly activators; 1.3% of 330,000 active; AID 504466; also: potency is read from the fitted curve at half-maximal effect; % of control where 0% means no effect; nearly all actives have a fitted effect of over 60% in size
#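 Luminescence read-out: rising ELG1-luciferase signal, reflecting elevated ELG1 protein under genetic stress, flags genotoxic compounds. Cells were treated for 16 hr at 37 °C before ONE-Glo detection.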
# FLuc counter: inhibits or activates purified firefly luciferase, miR-21 counter-screen; P08659; purified FLuc, Km substrates, luminescence inhibition; Potency, µM (top dose mostly 57.5 µM), for inactives: at the top dose activity change, negative = inhibition, usual class: inhibitors; 6.9% of 360,000 active; AID 588342;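 also: potency is read from the fitted curve at half-maximal effect; plate controls were vehicle for no effect and reference inhibitor for full effect; nearly all actives have a fitted effect of over 55% in size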
#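 Biochemical qHTS of compounds, final roughly 60 µM downward over six points, against 10 nM purified firefly luciferase using Km concentrations of substrates (10 uM D-luciferin, 10 uM ATP) in Tris acetate pH 7.5 buffer; luminescence output.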
# BRCA1 expr act: increases BRCA1 expression; MCF7-BRCA1-FFLuc reporter, luminescence, 48 h; response scale: scaled: vehicle 0%, 10 µM genistein 100%; Potency, µM (series often up to 46.1 µM), without a hit: top-dose activation, most hits filed as activators; 1.1% of 380,000 active; AID 624202; also: potency is read from the fitted curve at half-maximal effect; nearly all actives have a fitted effect of over 80% in size; some results filed as inactive show a strong effect at the top dose
#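 MCF7-BRCA1-FFLuc, 2000 cells/well; 2 h attach, 37 °C/5% CO2; compound 48 h; luciferase substrate 15 min; luminescence end-point. Norm. to genistein 10 microM max activation and DMSO; concentration-response curves fitted.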
# NPC1 promoter act: activates the NPC1 promoter. Huh7 NPC1 promoter luciferase reporter, 24 h. Potency, µM (top dose mostly 9.22 µM), inactives show top-dose activation, usual class: activators. 2.4% of 320,000 active;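 also: potency is read from the fitted curve at half-maximal effect; % of control where 0% means no effect; nearly all actives have a fitted effect of over 60% in size; reporter is driven by a mutant NPC1 promoter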
#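 Readout is luciferase luminescence, reflecting NPC1 promoter activation in stably transfected Huh7 cells after 24 h compound exposure at 37 °C in reduced-serum medium with 10% FBS.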
# Tb PFK block: T. brucei PFK enzyme inhibition | T. brucei PFK, ADP-Glo luminescence | O15648 | 0.17% of 330,000 active | AID 485367 | Potency, µM (series often up to 57.5 µM), without a hit: top-dose activity, negative = inhibition, hits mostly inhibitors;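 also: potency is read from the fitted curve at half-maximal effect; 0% = uninhibited 1x PFK enzyme wells and -100% = no-enzyme wells; nearly all actives have a fitted effect of over 60% in size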
# Target sequence (O15648 whole entry, looked up): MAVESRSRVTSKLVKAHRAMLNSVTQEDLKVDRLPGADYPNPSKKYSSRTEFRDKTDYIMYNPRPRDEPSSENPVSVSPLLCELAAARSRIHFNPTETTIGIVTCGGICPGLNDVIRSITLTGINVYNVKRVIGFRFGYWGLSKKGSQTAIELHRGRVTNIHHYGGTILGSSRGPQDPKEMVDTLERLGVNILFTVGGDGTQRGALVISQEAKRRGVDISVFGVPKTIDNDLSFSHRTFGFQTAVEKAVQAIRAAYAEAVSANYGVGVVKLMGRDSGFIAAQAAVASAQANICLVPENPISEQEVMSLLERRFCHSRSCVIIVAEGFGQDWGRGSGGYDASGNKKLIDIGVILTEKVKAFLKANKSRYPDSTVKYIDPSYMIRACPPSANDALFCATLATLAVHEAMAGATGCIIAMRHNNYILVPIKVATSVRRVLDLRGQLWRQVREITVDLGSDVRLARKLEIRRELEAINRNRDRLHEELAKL
#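 Compounds were pin-transferred as a titration series up to 57 uM into substrate buffer (0.5 mM F6P, 0.1 mM ATP, pH 8.0), then 1.25 nM PFK was added and reactions ran 45 min before ADP-Glo detection.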
# TRPV1 agonist: human TRPV1 agonism; Q8NER1; TRPV1-expressing cells, Fluo-8 calcium influx, agonist mode; activation, % at 8.33 µM; 0.19% of 320,000 active; AID 540275; in the data active = activation above about 80%; inconclusive = between about 30% and that limit; also: 0% is about no effect
#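 Fluo-8 calcium influx in TRPV1-expressing cells, kinetic read (ex 480/em 520 nm). Compound added and read 3 min for agonist activity, followed by capsaicin at EC20 final and 2 min further read for enhancement.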
# Gal4-VP16 FLuc: counter-screen for ROR gamma inhibitors: Gal4-VP16 reporter. Drosophila S2 Gal4-VP16 UAS-luciferase, luminescence, 20 h. Potency, µM (series often up to 53.6 µM), without a hit: at the top dose activity, negative = inhibition, actives largely listed as inhibitors. 3.5% of 310,000 active. AID 2546;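 also: Gal4-VP16 expression switched on by copper sulfate through the metallothionein promoter; potency is read from the fitted curve at half-maximal effect; % is scaled to controls: 0 for no effect and ±100 for the full control effect; nearly all actives have a fitted effect of over 50% in size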
# ELG1 repair inh: blocks ELG1-dependent DNA repair in HEK293T cells; 2.3% of 330,000 active; AID 504467; Potency, µM (series often up to 46.1 µM), without a hit: at the top dose activity change, negative = inhibition, most hits filed as inhibitors; HEK293T ELG1-luciferase reporter, luminescence, 16 h; DNA damage induced by 5-fluorouridine; also: potency is read from the fitted curve at half-maximal effect; % is scaled to controls: 0 for no effect and ±100 for the full control effect; nearly all actives have a fitted effect of over 55% in size
#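 Overnight (16 hr) co-exposure of 2,000 cells/well to 5-fluorouridine and compound at 37 °C preceded detection. Luciferase was quantified via ONE-Glo luminescence; loss of signal denotes inhibition.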
# p53 reactivation: re-activators of mutant p53 | H1299 p53-A138V BP100-luciferase reporter, luminescence, 24 h | Potency, µM (top dose mostly 92.2 µM), for the others: at the top dose activity change, positive = activation, actives largely listed as activators | 0.063% of 320,000 active; also: potency is read from the fitted curve at half-maximal effect; % of control where 0% means no effect; nearly all actives have a fitted effect of over 45% in size
#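 p53-null H1299 cells stably carrying temperature-sensitive p53-A138V and a BP100-luciferase reporter were pinned with compounds (4-point, 1:5 series) and held 24 hrs at 37 deg C. Luminescence was read 10 min after detection reagent.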
# * hit, by the source's call; u = inconclusive; x = not tested or not shown; & = joins results of further samples; [ ] = another dose, or the depositor's remark. Unless noted, calls follow the shape of the dose curve; as a rule, active = well fitted curve in the direction sought with a large enough effect; inconclusive = small, poorly fitted or top-dose-only effect, or another doubt; inactive = no such curve, though single readings can be large; an effect the other way counts as inactive or inconclusive.
structure,Rab9 prom act,RORgamma inh,ELG1 genotoxic,FLuc counter,BRCA1 expr act,NPC1 promoter act,Tb PFK block,TRPV1 agonist,Gal4-VP16 FLuc,ELG1 repair inh,p53 reactivation
O=C1CN(C(=O)COC(=O)c2cccc(S(=O)(=O)NCc3ccccc3)c2)c2ccccc2N1,2%,-10%,-3%,-1%,0%,0%,-7%,-1,u,-23%,-2%
COC(=O)c1ccc(CN2C(=O)C(C)N(C(=O)c3c(F)cccc3F)c3ccccc32)cc1 (configuration not stated),-11%,-1%,-5%,-2%,-14%,-6%,-9%,15,-1%,u,-6%
Cc1cc(=O)n2nc(N3CCCC3C(=O)NCCCN3CCCCC3)sc2n1 (configuration not stated),-1%,-25%,-1%,0%,8%,1%,1%,u,-9%,u,5%
CCN(CC)C(=O)Oc1ccc2c(=O)c(-c3ccccc3)coc2c1,3.5µM*,-36%,u,6µM*,u,1.6µM*,13%,19,u,u,u
COc1cc(C(=O)ONC(=O)c2ccc(OC(F)F)cc2)cc(OC)c1OC,-2%,-44%,-5%,2%,-9%,-3%,-6%,4,u,10%,14%
CCn1ccnc1CN(C)Cc1cn(-c2ccc(C)cc2)nc1-c1ccc(F)cc1,-5%,2.8µM*,-3%,-14%,-23%,-9%,1%,u,16µM*,-21%,-2%
NC(=O)c1ccc(NC(=O)COC(=O)c2ccc3c(c2)OCO3)cc1,-1%,x,1%,2%,-13%,-2%,-21%,-1,x,u,5%
Cc1cccc(N(C(=O)c2snc(C(N)=O)c2N)C(C(=O)NCC2CCCO2)c2c[nH]c3ccccc23)c1 (configuration not stated),5%,31%,-18%,3%,-28%,2%,0%,2,-15%,u,-7%
O=C(NC(=S)N1CCCc2ccccc21)c1ccco1,-3%,u,u,u,-9%,2%,0%,-5,u,u,7%
COc1ccc(C2CC(c3ccccc3)Nc3ncnn32)cc1 (configuration not stated),1%,-5%,4%,1%,-6%,-2%,2%,0,5%,0%,-2%
COc1cccc(C(c2nnnn2Cc2ccccc2)N2CCN(C(=O)c3ccco3)CC2)c1OC (configuration not stated),2%,30%,-11%,1%,-24%,-1%,-4%,10,0%,-19%,0%
COc1ccc(-c2cc3cc(C(=O)O)ccn3c2C(=O)c2ccccc2)cc1,-2%,0%,1%,3%,50%,-4%,2%,1,-1%,-2%,1%
CCS(=O)(=O)N1CCN(C(=O)CC(C)C)CC1,-3%,22%,2%,4%,11%,-4%,1%,-1,-5%,-4%,-6%
COc1cc(NC(=O)COC(=O)c2cc(S(=O)(=O)N3CCCCC3)ccc2Cl)c(C)cc1[N+](=O)[O-],-6%,u,0%,0%,1%,1%,-2%,-2,-11%,2%,8%
COc1ccc(NC(=O)CN(C)S(=O)(=O)c2ccccc2)cc1OC,1%,15%,-3%,6%,0%,3%,0%,0,-4%,1%,2%
NNC(=O)CNC(c1ccccc1)c1cc(Br)ccc1NC(=O)c1ccccc1Br (configuration not stated),-5%,15%,-2%,-1%,-22%,-4%,1%,2,2%,-22%,-2%
CC(NC(=O)COC(=O)CCc1nc2ccccc2c(=O)[nH]1)c1ccccc1 (configuration not stated),8%,-26%,-1%,-4%,-11%,-1%,-1%,-6,-19%,-13%,-2%
O=C(c1ccc(-c2ccccc2)c(F)c1)C1CCCN(CCCn2cccn2)C1 (configuration not stated),-7%,-32%,-7%,-12%,-23%,-9%,0%,8,8%,-7%,-6%
C[C@@]12C(=O)Nc3ccc(F)cc3C(=O)N1[C@H]1c3cc(Br)ccc3OC[C@@H]1[C@@H]2c1ccccc1,x,x,-4%,x,-54%,x,-1%,x,x,-7%,-4%
Cc1ccc2cc(COC(=O)c3ccco3)c(=O)[nH]c2c1,-4%,2%,2%,-5%,-6%,-1%,4%,0,16%,3%,2%
CCCS(=O)(=O)N1CCCC(C(=O)NCCc2ccc(OC)c(OC)c2)C1 (configuration not stated),3%,22%[0.365 µM],6%,3%,-4%,3%,1%,-1,x,13%,4%
CCc1ccc(NC(=O)CC2C(=O)N(c3ccc(C)cc3)C(=O)N2CCc2ccncc2)cc1 (configuration not stated),-2%,u,-7%,-6%&-1%,-36%&-32%,1%,-4%,0,0%,u,5%
Cc1cc(OC(C)C(=O)N2CCN(c3ccccc3)CC2)c2c(C)c(C)c(=O)oc2c1 (configuration not stated),-5%,-15%,-20%,0%,-26%,-2%,-5%,6,-3%,16µM*,5%
COc1ccc(CN2CCOCCOCCOCC2)cc1,11%,16%,0%,-1%,-7%,1%,0%,3,-10%,5%,-4%
CC(=O)Nc1ccc(/C=N/N2C(=O)NC(C)(c3ccc(OC(F)F)cc3)C2=O)cc1 (configuration not stated),3%,5%,9%,0%,-9%,-5%,1%,21,-4%,-7%,-2%
CCCCC(=O)NNC(=O)c1c(O)c2ccccc2[nH]c1=O,0%,9%,-1%,-2%,-3%,1%,3%,x,10%,-15%,6%
COc1ccc(-n2nnc3c(SCC(=O)Nc4ccccc4F)ncnc32)cc1,-2%,13%,1%,u,-2%,-5%,-1%,1,-12%,22%,0%
O=S(=O)(NCCc1ccccc1)c1ccc(Br)s1,0%,0%,0%,-4%,9%,-6%,-1%,7,-2%,-1%,12%
Cc1sc(NC(=O)C2=COCCO2)nc1-c1ccc(F)cc1,11%,x,4%,u,-21%,8%,1%,u,x,u,15%
Cc1onc(-c2ccccc2)c1C(=O)N1CCN(c2ccccc2)CC1,2%,0%,0%,2%,-16%,-4%,-7%,4,1%,-5%,-11%
COc1cc(CCC(=O)OCC(=O)Nc2ccc(C(N)=O)cc2)cc(OC)c1OC,10%,u,3%,5%,26%,14%,-1%,-3,5%,14%,3%
CN(C)S(=O)(=O)c1ccc(S(=O)(=O)N2CCN(CCC#N)CC2)cc1,-1%,-43%,-8%,1%,2%,0%,0%,0,-5%,15%,3%
COc1ccc(-c2cc(=O)oc3cc(OC(=O)C4CCCCC4)ccc23)cc1,-3%,-4%,-7%,4%,26%,-2%,1%,-1,-1%,u,2%
CC(C)C(NC(=O)OC(C)(C)C)C(=O)N1CCCC1C(=O)NC(Cc1ccccc1)C(N)=O (configuration not stated),-2%,-3%,10%,1%,-1%,1%,0%,x,-1%,18%,3%
COc1ccc(OC)c(/C=N/NC(=O)c2cc3c(OC)cc(OC)cc3[nH]2)c1,3%,13%,-10%,15µM*,-50%,9%,4%,3,-10%,21µM*,-7%

# NPC1 promoter act, entries above that show a hit.
structure | Rab9 prom act | RORgamma inh | BRCA1 expr act | NPC1 promoter act | Tb PFK block | TRPV1 agonist | p53 reactivation
CCN(CC)C(=O)Oc1ccc2c(=O)c(-c3ccccc3)coc2c1 | 3.5µM* | -36% | u | 1.6µM* | 13% | 19 | u

# One compound at a time, as listed above.
# Results for `Cc1sc(NC(=O)C2=COCCO2)nc1-c1ccc(F)cc1` = Rab9 prom act = 11%; RORgamma inh = x; ELG1 genotoxic = 4%; FLuc counter = u; BRCA1 expr act = -21%; NPC1 promoter act = 8%; Tb PFK block = 1%; TRPV1 agonist = u; Gal4-VP16 FLuc = x; ELG1 repair inh = u; p53 reactivation = 15%
# Results for `Cc1onc(-c2ccccc2)c1C(=O)N1CCN(c2ccccc2)CC1` = Rab9 prom act = 2%; RORgamma inh = 0%; ELG1 genotoxic = 0%; FLuc counter = 2%; BRCA1 expr act = -16%; NPC1 promoter act = -4%; Tb PFK block = -7%; TRPV1 agonist = 4; Gal4-VP16 FLuc = 1%; ELG1 repair inh = -5%; p53 reactivation = -11%

# Assay outcomes deposited in PubChem by National Center for Advancing Translational Sciences (NCATS).
